Screening results deposited in PubChem BioAssay by Broad Institute.
EZH2 inh: EZH2/PRC2 methyltransferase inhibitors, primary screen, biochemical, DELFIA time-resolved fluorescence, single point; Histone-lysine N-methyltransferase EZH2 (Homo sapiens), Q15910; PRC2 H3K27 methylation, DELFIA TRF, 1 h; inhibition, % at 12.5 µM; 57,000 tested, 0.35% active; AID 651548, 2012;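 active means mean inhibition of replicates at least 50% and every single replicate also reaching 50%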;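 further: dimethyl H3K27 on biotinylated H3 21-44 peptide detected by antibody; plate controls were median neutral control wells for no effect and median positive control wells for full effect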
IDH1 mut inh: inhibitors of IDH1 R132H reductase, primary screen, biochemical, plate reader, single point; AID 624101, 2012; 70,000 tested, 0.18% active; inhibition, % at 10 µM; diaphorase/resazurin fluorescence, 60 min; in the data active means inhibition above about 34%;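 further: 0% = DMSO and 100% = no enzyme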
Target sequence (O75874 whole entry R132H): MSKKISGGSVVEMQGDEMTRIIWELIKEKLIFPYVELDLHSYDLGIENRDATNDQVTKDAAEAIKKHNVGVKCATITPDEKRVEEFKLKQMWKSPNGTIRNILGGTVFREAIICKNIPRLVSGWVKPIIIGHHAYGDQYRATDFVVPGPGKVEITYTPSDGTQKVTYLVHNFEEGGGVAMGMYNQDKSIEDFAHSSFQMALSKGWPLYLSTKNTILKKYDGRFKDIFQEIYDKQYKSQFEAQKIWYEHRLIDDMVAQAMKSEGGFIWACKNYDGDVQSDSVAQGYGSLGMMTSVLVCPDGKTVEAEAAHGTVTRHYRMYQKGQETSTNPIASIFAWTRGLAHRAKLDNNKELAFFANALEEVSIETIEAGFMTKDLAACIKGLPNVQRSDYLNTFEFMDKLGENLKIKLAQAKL
* hit, by the source's call; . = not tested or not shown. The list is partial; rates above refer to the full screens.

Below each SMILES: EZH2 inh, IDH1 mut inh
CCCN(C)C[C@@H]1Oc2ncc(C#CC3(O)CCCC3)cc2C(=O)N([C@@H](C)CO)C[C@@H]1C
 : -26, -0.5
N#Cc1c(SCC(=O)Nc2c(Cl)cccc2Cl)nc2c(c1-c1cccnc1)CCC2
 : -2, 0.1
C[C@H]1CN([C@@H](C)CO)C(=O)CCCn2cc(nn2)CO[C@@H]1CN(C)S(=O)(=O)c1ccc(Cl)cc1
 : 1, 0.2
Cc1noc(C)c1NC(=O)N(C)C[C@@H]1Oc2c(NS(C)(=O)=O)cccc2C(=O)N([C@H](C)CO)C[C@H]1C
 : ., -2.1
C[C@@H]1CN([C@H](C)CO)C(=O)Cc2cc(NC(=O)Nc3ccc(C(F)(F)F)cc3)ccc2O[C@H]1CN(C)Cc1ccc2c(c1)OCO2
 : ., 1.2
C[C@@H]1CN([C@H](C)CO)C(=O)c2cccc(N(C)C)c2O[C@@H]1CN(C)C(=O)Nc1ccc2c(c1)OCO2
 : -2, -1.6
O=C(CSc1nnc(-c2ccncc2)n1-c1ccccc1)Nc1ccc(Br)cc1C(F)(F)F
 : -9, 0.0
C[C@@H]1CN([C@H](C)CO)C(=O)Cc2cc(NC(=O)c3ccncc3)ccc2O[C@H]1CN(C)C(=O)NC1CCCCC1
 : 1, 3.1
CCC(=O)Nc1ccc2c(c1)OC[C@H](C)N(Cc1cncnc1)C[C@H](C)[C@H](OC)CN(C)C2=O
 : 2, 0.4
CCNC(=O)C1(C)CCCN(C(=O)Cc2ccc(OC)c(OC)c2)C1 (stereo not drawn)
 : -21, .
C[C@@H]1CN([C@H](C)CO)C(=O)c2cccc(NS(=O)(=O)c3cn(C)cn3)c2O[C@H]1CN(C)S(=O)(=O)c1cn(C)cn1
 : ., 0.6
Cc1ccc(S(=O)(=O)N(C)C[C@@H]2Oc3ccc(NS(=O)(=O)c4ccc(F)cc4)cc3CC(=O)N([C@H](C)CO)C[C@@H]2C)cc1
 : ., 2.2
C[C@@H]1CN([C@H](C)CO)C(=O)c2cc(C#CCC3CCCC3)cnc2O[C@H]1CN(C)C(=O)c1cnccn1
 : -8, -0.5
COc1ccc(NC(=O)N[C@H]2CC[C@H](CCNC(=O)Cc3ccncc3)O[C@H]2CO)cc1
 : 7, -0.2
Cc1c(Cl)cccc1NC(=O)COc1ccc(C(=O)Nc2cccc(C(F)(F)F)c2)cc1
 : 11, 0.3
CCCc1cc(=S)sc(N)n1
 : 10, 3.7
CO[C@@H]1CN(C)C(=O)c2ccc(NC(=O)Nc3c(C)noc3C)cc2OC[C@@H](C)NC[C@@H]1C
 : -4, 0.3
CO[C@H]1CN(C)C(=O)c2cc(NS(C)(=O)=O)ccc2OC[C@@H](C)N(C(=O)C2CCOCC2)C[C@@H]1C
 : 5, 0.0
c1ccc(OCCSc2nnc3n(-c4ccccc4)c4ccccc4n23)cc1
 : 0, -0.5
Cc1ccc(S(=O)(=O)N[C@H]2CC[C@H](CCNC(=O)C3CCCCC3)O[C@H]2CO)cc1
 : 25, 67*
CO[C@H]1CN(C)C(=O)c2ccc(NC(=O)c3ccccc3F)cc2OC[C@H](C)N(CC2CC2)C[C@H]1C
 : 7, -0.1
CNC[C@@H]1Oc2ccc(NS(=O)(=O)c3cccs3)cc2C(=O)N([C@H](C)CO)C[C@H]1C
 : ., -4.3
C[C@H]1CN([C@@H](C)CO)C(=O)c2cc(NS(=O)(=O)c3ccccc3)ccc2O[C@@H]1CN(C)Cc1ccncc1
 : 7, -0.4
CS(=O)(=O)N(CC(=O)Nc1c(F)cccc1F)c1cccc([N+](=O)[O-])c1
 : ., 0.0
Cc1ccc(S(=O)(=O)Nc2ccc3c(c2)CC(=O)N([C@@H](C)CO)C[C@H](C)[C@@H](CN(C)C(=O)NC(C)C)O3)cc1
 : -2, -5.4
C[C@@H]1CN([C@H](C)CO)C(=O)Cc2cc(NC(=O)Cc3ccccc3)ccc2O[C@@H]1CN(C)C(=O)NC1CCCCC1
 : -1, -6.1
C[C@H]1CN([C@@H](C)CO)C(=O)c2cccc(NC(=O)Nc3ccc4c(c3)OCO4)c2O[C@@H]1CN(C)Cc1ccncc1
 : -2, 5.7
CC(=O)N(C)C[C@H]1Oc2cc(C#CC3CC3)ccc2S(=O)(=O)N([C@H](C)CO)C[C@H]1C
 : -7, -4.9
C[C@@H]1CN([C@@H](C)CO)C(=O)c2cccc(NC(=O)Nc3ccc(F)cc3)c2O[C@H]1CN(C)S(=O)(=O)c1ccc(Cl)cc1
 : ., 3.4
C[C@@H]1CN([C@H](C)CO)C(=O)c2cc(NC(=O)Nc3ccccc3)ccc2O[C@H]1CN(C)C
 : -2, -1.0

Continued; the last 6 above are carried over.
Below each SMILES: EZH2 inh, IDH1 mut inh
Cc1ccc(S(=O)(=O)Nc2ccc3c(c2)CC(=O)N([C@@H](C)CO)C[C@H](C)[C@@H](CN(C)C(=O)NC(C)C)O3)cc1
 : -2, -5.4
C[C@@H]1CN([C@H](C)CO)C(=O)Cc2cc(NC(=O)Cc3ccccc3)ccc2O[C@@H]1CN(C)C(=O)NC1CCCCC1
 : -1, -6.1
C[C@H]1CN([C@@H](C)CO)C(=O)c2cccc(NC(=O)Nc3ccc4c(c3)OCO4)c2O[C@@H]1CN(C)Cc1ccncc1
 : -2, 5.7
CC(=O)N(C)C[C@H]1Oc2cc(C#CC3CC3)ccc2S(=O)(=O)N([C@H](C)CO)C[C@H]1C
 : -7, -4.9
C[C@@H]1CN([C@@H](C)CO)C(=O)c2cccc(NC(=O)Nc3ccc(F)cc3)c2O[C@H]1CN(C)S(=O)(=O)c1ccc(Cl)cc1
 : ., 3.4
C[C@@H]1CN([C@H](C)CO)C(=O)c2cc(NC(=O)Nc3ccccc3)ccc2O[C@H]1CN(C)C
 : -2, -1.0
COc1ccc(S(=O)(=O)N(C)C[C@@H]2OCCCC[C@H](C)Oc3ccc(NC(=O)Nc4ccc(C(F)(F)F)cc4)cc3C(=O)N([C@@H](C)CO)C[C@@H]2C)cc1
 : ., 2.5
C[C@H](CO)N1C[C@H](C)[C@@H](CN(C)C(=O)c2ccc3c(c2)OCO3)Oc2ncc(C#Cc3ccccc3F)cc2C1=O
 : 4, 0.9
COc1cccc(S(=O)(=O)N[C@H]2C=C[C@@H](CC(=O)NCc3ccccc3)O[C@@H]2CO)c1
 : -4, 0.0
CCC[C@@H](O)[C@H](O)[C@@H]1CC(OC)=CC(=O)O1
 : ., 0.5
C=C1CC[C@@H]2[C@](C)(CO)[C@H](O)CC[C@@]2(C)[C@@H]1CC(O)C1=CCOC1=O (stereo partly drawn)
 : -17, 0.3
C[C@@H]1CCCCO[C@@H](CN(C)C(=O)Cc2ccccc2)[C@@H](C)CN([C@H](C)CO)C(=O)c2cc(NC(=O)c3ccncc3)ccc2O1
 : ., 1.1
C[C@H](CO)N1C[C@H](C)[C@@H](CN(C)S(=O)(=O)c2ccccc2)Oc2ncc(C#CC3CCCCC3)cc2C1=O
 : 0, 1.5
O=C(C[C@H]1C=C[C@H](NC(=O)c2ccc(F)cc2)[C@H](CO)O1)NCCc1ccccc1
 : 7, 0.3
Cc1ccc(S(=O)(=O)Nc2ccc3c(c2)CC(=O)N([C@@H](C)CO)C[C@H](C)[C@@H](CN(C)Cc2ccccc2)O3)cc1
 : ., -0.2
COc1ccc(NC(=O)N(C)C[C@H]2Oc3ccc(NC(=O)C4CC4)cc3C(=O)N([C@@H](C)CO)C[C@H]2C)cc1
 : 0, 0.0
CCCc1cn(CC[C@@H]2CC[C@@H](NC(=O)Nc3ccccc3F)[C@H](CO)O2)nn1
 : -6, 0.9
C[C@@H]1CN([C@H](C)CO)C(=O)c2cc(NS(=O)(=O)c3cn(C)cn3)ccc2O[C@@H](C)CCCCO[C@H]1CN(C)C(=O)Nc1ccccc1
 : ., 1.8
CC(C)NC(=O)N(C)C[C@H]1Oc2c(cccc2N(C)C)C(=O)N([C@@H](C)CO)C[C@@H]1C
 : 9, 0.3
COc1ccccc1C(=O)NCCCn1cc(Br)c(C)n1
 : 6, -0.5
CC(C)CC#Cc1cnc2c(c1)C(=O)N([C@@H](C)CO)C[C@H](C)[C@H](CN(C)C(=O)Nc1ccccc1F)O2
 : ., -0.8
C=CCN1C(=O)C(O)(CC(=O)c2ccc(C)o2)c2ccccc21 (stereo not drawn)
 : -9, 0.1
CSc1cccc(NC(=O)CNS(=O)(=O)c2c(C)cc(C)cc2C)c1
 : -1, 1.4
C[C@H](CO)N1C[C@H](C)[C@@H](CN(C)C(=O)c2ccc(F)cc2)Oc2ncc(C#CC3CC3)cc2C1=O
 : ., -0.3
C[C@H](CO)N1C[C@H](C)[C@@H](CN(C)Cc2ccccc2)Oc2c(NS(=O)(=O)c3cn(C)cn3)cccc2C1=O
 : 2, 0.1
C[C@H](CO)N1C[C@H](C)[C@H](CN(C)C(=O)Cc2ccncc2)Oc2ncc(C#Cc3ccccc3F)cc2C1=O
 : ., 2.9
CC(=O)N(C)C[C@@H]1Oc2cc(-c3ccc(C)cc3)ccc2S(=O)(=O)N([C@@H](C)CO)C[C@@H]1C
 : 8, 1.5
COCc1cn(CC[C@H]2CC[C@@H](NC(=O)Nc3ccc(OC)cc3)[C@@H](CO)O2)nn1
 : -5, 0.2
CNC[C@@H]1OCCCC[C@@H](C)Oc2ccc(NC(=O)Nc3c(C)noc3C)cc2C(=O)N([C@H](C)CO)C[C@@H]1C
 : 5, .
COc1ccc(NC(=O)N(C)C[C@@H]2Oc3c(NS(=O)(=O)c4cccs4)cccc3C(=O)N([C@@H](C)CO)C[C@H]2C)cc1
 : ., 2.0
C[C@H](CO)N1C[C@H](C)[C@@H](CN(C)C(=O)Nc2cccc3ccccc23)Oc2ccc(NS(=O)(=O)c3ccc(F)cc3)cc2C1=O
 : ., 1.4
C[C@H](CO)N1C[C@H](C)[C@@H](CN(C)C(=O)Nc2cccc3ccccc23)Oc2ccc(NC(=O)C3CCCCC3)cc2CC1=O
 : ., 0.3
CCCN(CCC)CCc1cccc2c1CC(=O)N2
 : 22, -0.3
CCN(CC(=O)Nc1cccc(OC)c1)S(=O)(=O)c1ccc2ccccc2c1
 : 5, -0.6
NC(=O)CSc1nc2ccccc2[nH]1
 : 6, 1.2
C[C@H]1CN([C@@H](C)CO)C(=O)Cc2cc(NS(=O)(=O)c3cn(C)cn3)ccc2O[C@@H]1CN(C)S(C)(=O)=O
 : ., 0.0

Later entries
Below each SMILES: EZH2 inh, IDH1 mut inh
CCc1cc2c(=O)c(-c3nc(C)cs3)c(CCC(=O)O)oc2cc1O
 : 6, 0.1
C[C@@H]1CN([C@H](C)CO)C(=O)Cc2cc(NS(C)(=O)=O)ccc2O[C@H]1CN(C)Cc1ccncc1
 : -1, 11
COc1ccc(NC(=O)Nc2ccc3c(c2)CC(=O)N([C@H](C)CO)C[C@H](C)[C@H](CN(C)C)O3)cc1
 : 10, 1.0
CC(C)NC(=O)N(C)C[C@@H]1Oc2ncc(C3=CCCCC3)cc2C(=O)N([C@@H](C)CO)C[C@@H]1C
 : -2, -1.9
C[C@@H]1CN([C@@H](C)CO)C(=O)c2cc(NS(=O)(=O)c3ccc(F)cc3)ccc2O[C@@H]1CN(C)C(=O)NC1CCCCC1
 : 15, -0.2
CC(=O)N(C)C[C@@H]1Oc2ncc(-c3ccccc3F)cc2C(=O)N([C@H](C)CO)C[C@H]1C
 : 1, -0.1
COc1ccc(CN2C(=O)c3cccc4cccc(c34)C2=O)cc1S(=O)(=O)N1CCCCCC1
 : 17, 0.3
CC(C)C#Cc1ccc2c(c1)O[C@H](CN(C)C(=O)c1cccc(F)c1)[C@H](C)CN([C@@H](C)CO)S2(=O)=O
 : -19, 1.5
COc1ccc(CCNC(=O)C(=O)c2c(-c3ccccc3)[nH]c3ccccc23)cc1OC
 : 1, 0.0
COC(=O)c1ccccc1NC(=O)CN1C(=O)c2ccccc2S1(=O)=O
 : -9, -0.5
CN(C)CC(=O)Nc1ccc2c(c1)[C@@H]1C[C@@H](CC(=O)NCc3ccc(-c4ccccc4)cc3)O[C@@H](CO)[C@@H]1O2
 : -10, -1.7
Cc1cccc(OCC(=O)Nc2ccc3oc(-c4ccncc4)nc3c2)c1
 : -17, -0.5
COc1ccc(NC(=O)N(C)C[C@H]2OCc3cn(nn3)CCCC(=O)N([C@@H](C)CO)C[C@H]2C)cc1
 : -2, .
Cc1ncc([N+](=O)[O-])n1CC(O)CCl (stereo not drawn)
 : ., 0.2
CCCN(C)C[C@@H]1Oc2cc(C#Cc3ccc(F)cc3)ccc2S(=O)(=O)N([C@@H](C)CO)C[C@H]1C
 : ., 0.9
C[C@@H]1CN([C@H](C)CO)C(=O)c2cc(NC(=O)CCCN(C)C)ccc2O[C@@H]1CN(C)S(=O)(=O)c1ccc(F)cc1
 : -2, 2.6
CC(=O)c1cccc(NC(=O)CCN2C(=O)C3CC=C(Cl)CC3C2=O)c1 (stereo not drawn)
 : -5, -0.2
C[C@@H]1CN([C@@H](C)CO)C(=O)Cc2cc(NC(=O)NC3CCCCC3)ccc2O[C@H]1CN(C)C(=O)NC1CCCCC1
 : ., 2.5
C[C@@H]1CN([C@@H](C)CO)C(=O)Cc2cc(N(C)C)ccc2O[C@H]1CN(C)C(=O)Nc1ccc(F)cc1
 : ., 0.0
C[C@H]1CN([C@@H](C)CO)C(=O)Cc2cc(NS(=O)(=O)c3cccs3)ccc2O[C@H]1CN(C)Cc1ccc(-c2ccccc2)cc1
 : ., -0.1
CC(C)NC(=O)Nc1cccc2c1O[C@H](CN(C)S(=O)(=O)c1ccccc1)[C@@H](C)CN([C@@H](C)CO)C2=O
 : 4, .
CCCN1C[C@H](C)[C@H](OC)CN(C)C(=O)c2cc(NS(=O)(=O)c3ccccc3)ccc2OC[C@@H]1C
 : 4, 0.4
CO[C@H]1CN(C)C(=O)c2cc(NS(=O)(=O)c3cn(C)cn3)ccc2OC[C@H](C)N(CC2CC2)C[C@@H]1C
 : 3, 0.4
